Bioassay records: PubChem BioAssay, National Center for Advancing Translational Sciences (NCATS)
NPC1 promoter act = activators of NPC1 promoter; Huh7 NPC1 promoter luciferase reporter, 24 h; Potency, µM (highest dose often 9.22 µM), without a hit: top-dose activation, most hits filed as activators; 320,000 compounds, 2.4% hits; AID 485313;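 also: potency is read from the fitted curve at half-maximal effect; % of control where 0% means no effect; nearly all actives have a fitted effect of over 60% in size; reporter is driven by a mutant NPC1 promoter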
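Stable NPC1-promoter luciferase Huh7 line; cpd (DMSO) 24 h, 37 °C, 5% CO2; Amplite luciferase reagent 10 min RT; luminescence readout. qHTS format.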
Rab9 promoter act = activates the Rab9 promoter; Potency, µM (top dose mostly 9.22 µM), without a hit: at the highest dose activation, negative = inhibition, hits mostly activators; 320,000 compounds, 2.8% hits; Huh7 Rab9 promoter-luciferase reporter, luminescence, 24 h; AID 485297; also: potency is read from the fitted curve at half-maximal effect; % of control where 0% means no effect; nearly all actives have a fitted effect of over 60% in size
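Quantitative HTS format; Huh7 Rab9-luciferase reporter cells (1500/well) receive compound 2 h post-plating, incubate 24 h at 37 °C, then get luciferase reagent for 10 min before luminescence reading.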
Menin-MLL TR inh = menin-MLL binding inhibition, Texas Red mutant peptide; Menin + Texas Red MLL mutant peptide, fluorescence polarization; Potency, µM (series often up to 61.6 µM), inactives show at the highest dose FP activity change, negative = inhibition, hits mostly inhibitors; 270,000 compounds, 0.23% hits; active = well fitted inhibition curve with a large enough effect in the polarisation, with a control signal flat, not every such curve was filed as active; inconclusive = small, poorly fitted or top-dose-only effect, or effect the other way, or a change in a side signal; inactive = no such curve, though single readings can be large or run the other way; the % refers to the polarisation; also: potency is read from the fitted curve at half-maximal effect; % of control where 0% means no effect; many of its hits are not listed in these tables
PKM2 act = PKM2 (human) enzyme activation | P14618 | purified PKM2, Kinase-Glo ATP luminescence, activation; response scale: 0% is enzyme alone, no compound | Potency, µM (highest dose often 57.5 µM), without a hit: top-dose activation, actives largely listed as activators | 260,000 compounds, 0.34% hits | AID 1631; also: potency is read from the fitted curve at half-maximal effect; % is scaled to controls: 0 for no effect and ±100 for the full control effect; nearly all actives have a fitted effect of over 55% in size
Target sequence (P14618 whole entry, looked up): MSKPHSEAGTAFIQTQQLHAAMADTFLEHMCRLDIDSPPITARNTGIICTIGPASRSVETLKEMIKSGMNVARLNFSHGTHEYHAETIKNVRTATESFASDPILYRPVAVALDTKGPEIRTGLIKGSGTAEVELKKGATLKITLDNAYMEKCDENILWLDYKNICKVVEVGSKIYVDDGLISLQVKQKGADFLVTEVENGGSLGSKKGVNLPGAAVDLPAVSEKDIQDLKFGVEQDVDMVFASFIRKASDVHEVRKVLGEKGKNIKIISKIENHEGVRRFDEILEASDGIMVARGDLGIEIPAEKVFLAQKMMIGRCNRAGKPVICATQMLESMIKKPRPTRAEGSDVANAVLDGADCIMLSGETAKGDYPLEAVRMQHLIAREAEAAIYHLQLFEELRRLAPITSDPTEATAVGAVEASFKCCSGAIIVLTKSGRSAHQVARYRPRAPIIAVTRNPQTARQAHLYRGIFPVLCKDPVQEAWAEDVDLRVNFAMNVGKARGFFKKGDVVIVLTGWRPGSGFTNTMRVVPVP
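hPK-M2, >95% pure; 0.1 mM ADP / 0.5 mM PEP final; imidazole pH7.2 buffer w/ 7 mM MgCl2, 50 mM KCl; 1 h RT; Kinase-Glo lum. Intermediate enzyme activity for dual inhibitor/activator qHTS.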
p53 reactivator = restores transcriptional activity of mutant p53; Potency, µM (top dose mostly 92.2 µM), for inactives: at the top dose activity change, positive = activation, usual class: activators; H1299 p53-A138V BP100-luciferase reporter, luminescence, 24 h; 320,000 compounds, 0.063% hits; AID 504706; also: potency is read from the fitted curve at half-maximal effect; % of control where 0% means no effect; nearly all actives have a fitted effect of over 45% in size
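H1299 (p53-null), stable ts p53-A138V + BP100-Luc; 1000 cells/well, Opti-MEM/10% FBS; cpd 4 pt, 1:5; 24 h, 37 deg C, 5% CO2; detection reagent 10 min RT; luminescence.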
FLuc counter = inhibits or activates purified firefly luciferase, miR-21 counter-screen; purified FLuc, Km substrates, luminescence inhibition; P08659; AID 588342; Potency, µM (doses to about 57.5 µM), inactives show top-dose activity change, negative = inhibition, actives largely listed as inhibitors; 360,000 compounds, 6.9% hits;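 also: potency is read from the fitted curve at half-maximal effect; plate controls were vehicle for no effect and reference inhibitor for full effect; nearly all actives have a fitted effect of over 55% in size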
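Purified P. pyralis luciferase, 10 nM final, with Km-level 10 uM D-luciferin and 10 uM ATP in 50 mM Tris acetate pH 7.5, 10 mM Mg acetate, 0.01% Tween-20, 0.05% BSA; 6-point qHTS titration about 60 µM downward; luminescence read.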
Gal4-VP16 FLuc = counter-screen for ROR gamma inhibitors: Gal4-VP16 reporter. Drosophila S2 Gal4-VP16 UAS-luciferase, luminescence, 20 h. Potency, µM (series often up to 53.6 µM), inactives show at the top dose activity, negative = inhibition, hits mostly inhibitors. 310,000 compounds, 3.5% hits. AID 2546;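 also: Gal4-VP16 expression switched on by copper sulfate through the metallothionein promoter; potency is read from the fitted curve at half-maximal effect; % is scaled to controls: 0 for no effect and ±100 for the full control effect; nearly all actives have a fitted effect of over 50% in size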
Giardia killer = Giardia lamblia killing; Giardia lamblia trophozoite viability; activity change, % at 7.66 µM, hits read low; 340,000 compounds, 0.15% hits; in the data active = activity change below about -80%; inconclusive = between about -30% and that limit;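 also: parasites exposed to compound for two days anaerobically before the ATP read; % is scaled to controls: 0 for no effect and ±100 for the full control effect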
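Trophozoite viability was measured as ATP-dependent luminescence, read 15-30 min after reagent addition. Before that, parasites at 100 cells/well were exposed to compounds for 48 h, anaerobically, at 37 deg C.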
ELG1 genotox = genotoxicity induction in ELG1-luciferase HEK293T cells; Potency, µM (highest dose often 46 µM), for inactives: at the top dose activity change, positive = activation, actives largely listed as activators; AID 504466; 330,000 compounds, 1.3% hits; HEK293T ELG1-luciferase reporter, luminescence, 16 h; also: potency is read from the fitted curve at half-maximal effect; % of control where 0% means no effect; nearly all actives have a fitted effect of over 60% in size
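HEK293T cells expressing luciferase-tagged ELG1 were treated with compound or DMSO for 16 hr at 37°C. Luciferase activity was then read after 30 min with ONE-Glo at room temperature; rising signal flags genetic stress.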
BRCA1 expr up = increases BRCA1 expression | MCF7-BRCA1-FFLuc reporter, luminescence, 48 h; response scale: scaled: vehicle 0%, 10 µM genistein 100% | Potency, µM (doses to about 46.1 µM), inactives show at the highest dose activation, most hits filed as activators | 380,000 compounds, 1.1% hits | AID 624202; also: potency is read from the fitted curve at half-maximal effect; nearly all actives have a fitted effect of over 80% in size; some results filed as inactive show a strong effect at the top dose
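Compounds are tested at multiple concentrations on MCF7 BRCA1-luciferase reporter cells seeded at 2000 per well; after 48 h, a single luminescence end-point is taken and curves fitted to the normalized data.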
RORg inh = ROR gamma (mouse) transcription inhibition | P51450 | Drosophila S2 Gal4-RORgamma UAS-luciferase reporter, 20 h | Potency, µM (doses to about 53.6 µM), for the others: top-dose activity change, negative = inhibition, actives largely listed as inhibitors | 310,000 compounds, 5.4% hits | AID 2551; also: potency is read from the fitted curve at half-maximal effect; % is scaled to controls: 0 for no effect and ±100 for the full control effect; nearly all actives have a fitted effect of over 60% in size
Target sequence (P51450 whole entry, looked up, the tested form may be a part): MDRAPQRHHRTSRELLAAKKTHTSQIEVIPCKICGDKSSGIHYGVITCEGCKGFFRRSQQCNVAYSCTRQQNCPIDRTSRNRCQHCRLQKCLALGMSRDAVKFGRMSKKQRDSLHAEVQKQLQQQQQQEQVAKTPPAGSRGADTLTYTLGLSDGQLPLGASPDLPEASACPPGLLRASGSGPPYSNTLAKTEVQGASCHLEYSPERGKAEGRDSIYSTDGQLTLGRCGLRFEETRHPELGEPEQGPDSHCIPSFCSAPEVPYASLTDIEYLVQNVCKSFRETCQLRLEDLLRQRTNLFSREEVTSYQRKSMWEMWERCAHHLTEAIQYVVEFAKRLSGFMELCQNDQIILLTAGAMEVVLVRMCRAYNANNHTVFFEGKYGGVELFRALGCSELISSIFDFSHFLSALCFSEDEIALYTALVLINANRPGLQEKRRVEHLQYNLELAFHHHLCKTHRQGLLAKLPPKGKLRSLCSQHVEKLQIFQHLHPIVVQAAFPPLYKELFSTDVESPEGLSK
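Drosophila Schneider cells stably carrying a metallothionein-driven Gal4 DBD–ROR gamma fusion and a UAS-Photinus luciferase reporter were exposed to compound for 1 hr, then induced with copper sulfate (700 uM final) for 20 hr at ambient temperature before luminescence reading.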
The depositor's hits bear a star; ? = inconclusive; / = not tested or not shown; [ ] = dose if it differs, or a comment. Unless noted, calls follow the shape of the dose curve; as a rule, active = well fitted curve in the direction sought with a large enough effect; inconclusive = small, poorly fitted or top-dose-only effect, or another doubt; inactive = no such curve, though single readings can be large; an effect the other way counts as inactive or inconclusive.

SMILES | NPC1 promoter act | Rab9 promoter act | Menin-MLL TR inh | PKM2 act | p53 reactivator | FLuc counter | Gal4-VP16 FLuc | Giardia killer | ELG1 genotox | BRCA1 expr up | RORg inh
Cc1nn(C)cc1C(C(=O)NC1CCCCC1)N(CCc1ccccc1)C(=O)c1cnccn1 (centres undefined) | -1.8% | 9.6% | -17.5% | 5.8% | -0.6% | -1.5% | -8.2% | -0.1 | 0.3% | 10.7% | -0.3%
Cc1nnc(N2C(=O)C(O)=C(C(=O)c3ccco3)C2c2ccc(C(C)C)cc2)s1 (centres undefined) | 1.2% | -3.1% | 9.5% | 13.7% | 16.2% | ? | ? | 16.7 | -0.2% | 9.4% | 0.9%
O=C(Nc1ccccc1C(=O)NCC1CCCO1)c1ccc(Cl)cc1 (centres undefined) | -1.9% | -2.3% | 16.9% | -5.7% | 3.3% | ? | 1.7% | 14.6 | -4.1% | 4.9% | -19.7%
CCCn1c(SCC(=O)NC(C)C23CC4CC(CC(C4)C2)C3)n[nH]c1=O (centres undefined) | -0.1% | -1.4% | / | -4.5% | -2.8% | 3.0% | 7.1% | -1.4 | -1.4% | 2.0% | 1.2%
NS(=O)(=O)c1ccc(NC(=S)N2CCC(Cc3ccccc3)CC2)cc1 | 1.4% | -0.4% | 34.0%[activator] | / | -5.3% | ? | -21.9% | -15.3 | -8.0% | -35.4% | ?
Cn1c(=O)c2ncn(CC(=O)NC3CCCCCC3)c2n(C)c1=O | -3.9% | 0.9% | -6.4% | -1.5% | 5.1% | 0.5% | -4.0% | 6.3 | 0.5% | 0.0% | 20.7%
COc1cccc(N2C(=O)C3CCCN3C2c2ccc(N(C)C)cc2)c1 (centres undefined) | 1.4% | 0.5% | -11.6%[11.7 µM] | -0.4% | -7.2% | -9.2% | 1.4% | -7.6 | 5.1% | 38.9% | 1.0%
CCCNC(=O)c1c(N)n(-c2cccc(OC)c2)c2nc3ccccc3nc12 | -1.7% | 2.4% | 29.5% | 2.4% | -3.6% | 1.9% | -20.1% | 2.2 | -10.2% | -42.7% | 41.6%
COC(=O)c1cc(C)ccc1OCc1ccc([N+](=O)[O-])cc1 | 10.4% | 20.5% | / | -9.0% | 0.3% | -2.0% | 4.1% | -4.5 | 10.2% | 17.1% | 22.8%
Cc1ccc(SCc2nc(N)nc(Nc3ccccc3C)n2)cc1C | -0.1% | 1.0% | 16.2% | 8.3% | -11.6% | -15.9% | 24.5% | -15.3 | 1.1% | 16.1% | -24.3%
CCOC(=S)N/C(=N\S(=O)(=O)c1ccccc1)c1ccccc1 | -0.4% | -6.7% | 5.7% | -12.4% | 11.9% | 1.1% | ? | -5.6 | -0.2% | -19.9% | ?
COC(=O)c1c(C)[nH]c(C(=O)COC(=O)CCNS(=O)(=O)c2cccc(C(F)(F)F)c2)c1C | 1.7% | -0.9% | / | / | 6.1% | 0.5% | / | -14.7 | 0.0% | 21.3% | /
CC12CC3CC(C)(C1)CC(C(O)CN1CCOCC1)(C3)C2 (centres undefined) | -2.3% | 9.3% | -9.5% | 3.1% | / | -5.3% | / | 19.6 | 0.6% | -20.1% | /
Cc1c(NC(=O)C(C)OC(=O)CNC(=O)c2ccccc2)c(=O)n(-c2ccccc2)n1C (centres undefined) | -2.2% | -5.4% | -10.3% | -3.7% | 10.5% | 1.3% | 3.7% | 4.0 | 1.9% | 3.0%[1.84 µM] | 4.5%
CC1CCC(C(C)C)C(OC(=O)COC(=O)c2ccc(=O)[nH]c2)C1 (centres undefined) | -3.5% | 5.5% | -17.8% | -5.3% | 23.6% | 1.8% | -14.3% | 7.7 | -1.3% | -16.7% | 19.8%
CC1(C)CC(=O)C2=C(C1)OC(N)=C(C#N)C2Cc1ccccc1 (centres undefined) | -1.6% | 0.2% | -10.6% | 0.6% | -1.4% | -2.9% | 31.1% | -14.9 | -2.6% | 6.4% | 7.9%
Cc1cccc(N(CC(=O)NC2CCCC2)C(=O)CCC(=O)Nc2cc(C)on2)c1 | -0.4% | -6.2% | 0.8% | 5.9% | -0.8% | -0.7% | 18.2% | -10.9 | -0.6% | 2.6% | -6.5%
Cc1cc(CNC(=O)c2ccc3oc(C(C)C)nc3c2)nn1C | 0.1% | -4.4% | -1.9% | -0.7% | 4.3% | 2.4% | -9.8% | -13.7 | -1.3% | -0.3% | 12.8%
COC(=O)[C@H](CC(C)C)NCc1cccc(CN[C@@H](CC(C)C)C(=O)OC)c1 | 0.4% | -2.4% | -1.2% | 2.0% | / | 0.9% | -2.3% | -1.8 | -2.4% | -25.5% | -18.8%
COc1ccc(CCNC(=O)Nc2cc(F)c(F)cc2Cl)cc1OC | -6.1% | -3.5% | 7.3% | -8.5% | / | -3.1% | / | -13.9 | -5.1% | -9.1% | /
CC(Nc1ccc(Br)cc1)C(=O)N/N=C/c1ccccc1OCc1ccccc1 (centres undefined) | 0.9% | -2.0% | -14.5% | -1.9% | ? | 1.1% | 13.3% | 1.9 | -6.5% | -1.1% | -3.2%
CCn1ncc(Br)c1C(=O)NC(C)c1ccccc1 (centres undefined) | -2.7% | 0.2% | -16.7% | 7.4% | -8.5% | 7.0% | -2.0% | 21.2 | -1.1% | -0.9% | -35.6%
COc1ccc(CCN(Cc2ccccn2)C(=S)Nc2cccc(C)c2)cc1OC | -11.4% | -2.6% | 4.0% | -4.9% | -4.9% | -0.2% | -1.5% | 0.7 | -11.9% | -2.8% | 10µM*
Cc1ccc(C(=O)CCC(=O)NC2CCCC(C)C2C)cc1 (centres undefined) | -0.1% | -22.7% | -13.6% | -0.6% | 1.1% | 3.0% | -1.6% | -0.9 | -1.6% | 3.1% | 1.4%
COC(=O)c1[nH]c2c(c1C)C(=O)CC(c1ccc(OC)c(OC)c1)C2 (centres undefined) | 1.3% | -6.8% | 7.9% | / | 5.4% | 6.4% | 4.2% | -3.2 | -13.2% | -29.3% | 0.7%
SMILES | NPC1 promoter act | Rab9 promoter act | Menin-MLL TR inh | PKM2 act | p53 reactivator | FLuc counter | Gal4-VP16 FLuc | Giardia killer | ELG1 genotox | BRCA1 expr up | RORg inh
CC(=O)Nc1ccc(S(=O)(=O)NCCSCc2ccc(Cl)cc2Cl)cc1 | -4.9% | -5.5% | ? | -0.9% | -0.4% | -0.1% | ? | 18.7 | -8.4% | 15.8% | 15.1%
COc1ccc(CN2C(=O)CC(Cc3cc(C)cc(C)c3)C2=O)cc1OC (centres undefined) | 1.7% | -2.6% | -2.7% | -4.4% | -10.0% | -0.9% | 0.6% | 2.1 | -2.9% | -21.7% | 36.5%
Cc1ccc2nc(SCC(=O)c3ccc(Cl)s3)[nH]c2c1 | 11.5% | 18.8% | ? | 9.4% | 12.4% | ? | 29.2% | -18.6 | 7.7% | 56.9% | 33.4%
N#Cc1ccc(C(=O)NCC(c2ccco2)N2CCCC2)cc1 (centres undefined) | 1.1% | 3.1% | 9.9% | -9.8% | 25.4% | 6.3% | -1.8% | 5.4 | -0.8% | -15.1% | -11.0%
CCC(CC)c1nnc(NC(=O)c2nn(C)c(=O)c3ccccc23)s1 | -0.7% | -1.7% | -1.0% | -0.8% | -2.5% | -0.1% | -13.5% | / | 2.2% | / | -79.2%
Cc1ccccc1SCC(=O)OCC(=O)Nc1sccc1C(N)=O | -4.9% | 0.5% | 0.6% | -5.9% | ? | -7.8% | -11.8% | -13.0 | -2.1% | -0.2% | 9.9%
Cc1csc(NC(=O)CSc2nc(C)nc3c2c(=O)n(C)c(=O)n3C)n1 | -2.2% | -2.2% | 0.9% | 4.1% | -4.5% | -0.3% | 15.4% | 10.6 | -21.5% | -5.9% | 26.8%
CC1CCN(C(=O)c2[nH]cnc2C(=O)N[C@@H](CCCCNC(=O)OC(C)(C)C)C(=O)OC(C)(C)C)CC1 | -6.6% | -11.5% | / | -11.7% | -7.7% | -0.2% | -20.4% | 24.6 | -4.0% | -7.6% | -44.9%
COCCCNCCOCCOc1ccc(Cl)cc1Br | -1.2% | -3.8% | -1.4% | -10.6% | -11.2% | -2.4% | 0.9% | 8.1 | -3.5% | -21.1% | -16.1%
CC(C)(C)c1cc(NCc2ccccn2)n2ncc(-c3ccccc3)c2n1 | 23.1% | 16.6% | / | 2.2% | 22.4% | 16.9µM* | 1.41µM* | 10.9 | -2.4% | -2.3% | 0.447µM*

Only part of the results is shown (hit frequency here may not be typical).
